# Screening data as filed in PubChem BioAssay.
# HIV fusion peptide: inhibitors of HIV fusion peptide binding, primary screen, biochemical, uHTS, fluorescence dequenching (AID 1986) | actives 0.3% (n = 290,000) | cell-free peptide binding, fluorescence dequenching, 30 min; higher % means a stronger effect | inhibition, % at 20 µM, or IC50 in µM where a hit was titrated; in the data active = inhibition mostly above about 52%, no sharp cut-off; inactive = mostly below about 76%; note: some results filed as inactive read as strong as hits
# SIAH1 antagonists: blockers of Siah-1 interaction with plectin peptide – biochemical, fluorescence polarization, rhodamine-plectin, uHTS, primary screen (AID 1817); actives 0.02% (n = 290,000); one-dose displacement, % at 20 µM; IC50 in µM for titrated hits; Siah-1 / rhodamine-plectin peptide fluorescence polarization; higher % means a stronger effect;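 active = displacement of at least 50% at 20 µM, with a fluorescence ratio check between 0.3 and a set limit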;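 note: plate controls were Siah plus tracer with DMSO for no effect and tracer alone without Siah for full effect; strong numbers were not always called active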
# LYP inhibition: PTPN22 lymphoid phosphatase activity blockers – biochemical, fluorescence intensity, uHTS (AID 1779) | actives 0.054% (n = 290,000) | inhibition, % at 11.5 µM; hits with a dose series show IC50 in µM | recombinant LYP phosphatase, fluorescence intensity; higher % means a stronger effect; in the data active = inhibition above about 50%;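 note: plate controls were vehicle with enzyme for no effect and no enzyme for full effect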
# Rac1 GTP hydrolysis: MgcRacGAP GTPase-activating activity inhibitors, confirmation, biochemical, ADP Hunter fluorescence; MgcRacGAP-stimulated Rac1 GTP hydrolysis, ADP Hunter fluorescence; higher % means a stronger effect; GST-tagged Rac1 F28L mutant substrate; one-dose inhibition, % at 30 µM; IC50 in µM for titrated hits; actives 0.6% (n = 340,000);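 active = first-screen hits whose inhibition reached a set limit at any dose in the follow-up dose series; inconclusive = inhibition above the set first-screen limit but never retested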;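 note: fluorescence reports GDP produced by GAP-driven GTP hydrolysis; strong numbers were not always called active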
# PhoP inhibition: inhibitors of PhoP regulon expression, primary screen, Salmonella Typhimurium, GFP reporter (AID 1863). S. Typhimurium PhoP-regulated promoter GFP reporter, 4 h; higher % means a stronger effect. inhibition, % at 50 µM, or IC50 in µM where a hit was titrated. actives 0.16% (n = 300,000);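 active = inhibition over 29.93%, a cutoff 3 SD above the screen mean, later confirmed by dose response; inconclusive = inhibition over 29.93% but no dose response follow-up; inactive = inhibition at most 29.93% or unconfirmed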;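 note: 0% = low Mg2+ inducing control and 100% = high Mg2+ repressing control; strong numbers were not always called active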
# GPR55 LPI antagonism: inhibition of LPI-stimulated GPR55 beta-arrestin translocation – imaging, U2OS, beta-arrestin-GFP, LPI agonist, primary screen (AID 2013); U2OS GPR55 beta-arrestin-GFP translocation imaging, LPI antagonism; higher % means a stronger effect; inhibition, % at 10 µM, or IC50 in µM where a hit was titrated; actives 0.13% (n = 290,000);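 active = spots per cell inhibited over 60%, with over 100 cells counted and total cytoplasm intensity under 500,000; inconclusive = wells with under 100 cells, flagged as likely toxic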;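 note: U2OS cells stably carrying GPR55 and arrestin-GFP stimulated by 5 µM LPI near EC80; imaged beta-arrestin-GFP aggregate spots per cell after agonist stimulation; plate controls were LPI-stimulated DMSO wells for no effect and DMSO wells without LPI for full effect; some results filed as inactive read as strong as hits; confirmed hits need IC50 under 10 µM and bright autofluorescent wells are also inconclusive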
# NTR1 agonist: NTR1-driven beta-arrestin-GFP spot formation – imaging, U2OS cells, high content, primary screen (AID 493036) | P30989 | activation, % at 20 µM | actives 0.17% (n = 330,000) | agonist mode;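 active = activation at or above 40% of the spot to cytoplasm intensity ratio, with at least 20 cells analyzed; inconclusive = wells under 20 cells, flagged as cytotoxic or low count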;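 note: 0% = DMSO without peptide and 100% = 100 nM NTR1 peptide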
# Target sequence (P30989 whole entry, looked up): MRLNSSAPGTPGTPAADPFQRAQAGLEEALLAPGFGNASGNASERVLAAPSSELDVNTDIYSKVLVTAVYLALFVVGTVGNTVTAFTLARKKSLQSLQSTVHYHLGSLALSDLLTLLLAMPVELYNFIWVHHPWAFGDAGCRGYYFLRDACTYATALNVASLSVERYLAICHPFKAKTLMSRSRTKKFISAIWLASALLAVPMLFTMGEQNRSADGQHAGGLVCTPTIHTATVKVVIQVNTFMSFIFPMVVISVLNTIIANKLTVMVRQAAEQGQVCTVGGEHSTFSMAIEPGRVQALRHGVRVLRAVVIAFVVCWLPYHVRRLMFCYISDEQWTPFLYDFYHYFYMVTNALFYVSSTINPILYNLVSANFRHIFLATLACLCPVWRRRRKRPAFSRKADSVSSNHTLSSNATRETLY
# GPR35 arrestin U2OS: inhibition of zaprinast-stimulated GPR35 beta-arrestin translocation – imaging, U2OS, beta-arrestin-GFP, zaprinast agonist, primary screen (AID 2058); actives 0.052% (n = 290,000); one-dose inhibition, % at 10 µM; IC50 in µM for titrated hits; U2OS GPR35 beta-arrestin-GFP translocation imaging, zaprinast antagonism; higher % means a stronger effect;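 active = inhibition of at least 50% with at least 30 cells and total cytoplasm GFP at most 10,000,000; inconclusive = under 30 cells or total GFP of 10,000,000 plus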
# Myeloid diff MLP: compounds promoting myeloid differentiation | actives 1% (n = 360,000) | AID 624256 | ER-HoxA9 myeloid progenitors, lysozyme-GFP differentiation, flow cytometry | calls only at 10 µM;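 active = normalized GFP-positive differentiation at or above the plate's own cutoff, the solvent-only control mean plus 3 SD; inconclusive = no clear call, values can overlap the other calls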;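 note: cells exposed to compound for four days before flow analysis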
# NTR1 agonist cell count 20 µM: further read-out of NTR1 agonist, marked with its call; cell count; measured here: cell count, cytotoxicity flag
# Myeloid diff MLP GFP+ MAC1+ %: also measured in Myeloid diff MLP; calls as there; GFP+ MAC1+ double positive, %; measured here: differentiation confirmed by MAC1 staining
# * = called active by the depositor; i = inactive; ? = inconclusive; nt = no result given; + = active, no number.
# Values run as follows: HIV fusion peptide	SIAH1 antagonists	LYP inhibition	Rac1 GTP hydrolysis	PhoP inhibition	GPR55 LPI antagonism	NTR1 agonist	NTR1 agonist cell count 20 µM	GPR35 arrestin U2OS	Myeloid diff MLP	Myeloid diff MLP GFP+ MAC1+ %
COc1cc(C)c2c(c1C=O)Oc1c(c(C)c(O)c3c1C(O)OC3=O)OC2=O (configuration not stated)
    40%	-1%	-5%	19%	-8%	3%	1.2	95	-12%	i	5.6
O=[N+]([O-])c1ccc(C2CCCC/C2=N/OCc2ccc(F)cc2)c([N+](=O)[O-])c1 (configuration not stated)
    1.8%	-1%	-3%	6%	8%	2%	3.4	82	0%	i	1.8
Cc1ccc(C2(C)NC(=O)N(CC(=O)N(Cc3ccccc3)C(C)(C)C)C2=O)cc1 (configuration not stated)
    -1.8%	-5%	-4%	-1%	1%	4%	0.7	99	-14%	i	2.5
COc1cc(-c2cc(OC)c3c(C)oc(C)c3c(=O)c2)ccc1O
    1.6%	2%	2%	?	5%	-22%	-0.3	48	-1%	i	7.1
O=C(Cc1ccccc1)NCC(=O)OCC(=O)c1cccs1
    -1.5%	-1%	4%	3%	2%	14%	2.8	43	12%	i	1.6
Cc1ccc(C2=CSC3=NNC4(CCCCC4)NN23)cc1
    -0.4%	1%	3%	-13%	-5%	5%	1.4	38	-19%	+	44*
Nc1nnc(SCC(=O)Nc2cccc(S(N)(=O)=O)c2)s1
    0.8%	-4%	0%	4%	-7%	-5%	0.3	74	0%	i	0.3
CCN(CC)c1ccc(C(=S)N2CCN(c3ccccc3)CC2)cc1
    -0.8%	-3%	0%	8%	-8%	-1%	-0.2	46	15%	i	0.0
CCCCNC(=O)NNC(=O)c1ccoc1C
    -1.5%	-1%	-6%	0%	18%	-7%	-0.6	50	-1%	i	1.2
CCOC(=O)C1(CC2CC2)CCN(Cc2ccc(C(=O)OC)cc2)CC1
    -0.9%	-3%	-7%	11%	-2%	-10%	-0.7	57	-5%	i	1.1
CCCOC(=O)C(C)n1c(-c2ccccc2)nc2ccccc2c1=O (configuration not stated)
    -2.2%	1%	-3%	-2%	-6%	7%	5.5	44	1%	i	2.2
CN1C(=O)c2ccccc2C(C(=O)NCCCN2CCCC2)C1c1c[nH]c2ccccc12 (configuration not stated)
    -0.2%	-1%	-12%	-3%	2%	2%	-0.1	55	4%	i	2.0
Cc1ccc(-c2nn3c(C)nnc3s2)cc1N
    2.2%	-4%	0%	3%	0%	8%	-1.0	63	-3%	i	4.5
CCC(=O)OCCNc1cc(Sc2nc3ccccc3[nH]2)c2nonc2c1[N+](=O)[O-]
    7.5%	35%	1%	20%	-11%	2%	nt	nt	-25%	?	nt
Cc1nc(Sc2ccc(Br)cc2)c(C#N)c(C)c1[N+](=O)[O-]
    -0.3%	-4%	-14%	2%	5%	-10%	17	55	0%	i	0.6
CCc1ccc2c(c1)C(c1ccc([N+](=O)[O-])cc1)=NNC(c1ccc(Br)cc1)=N2
    -2.9%	1%	-3%	0%	0%	3%	-0.5	66	7%	i	0.2
NNC(=O)CCn1nnc2ccccc21
    -1.2%	2%	-8%	3%	13%	2%	-0.4	52	3%	i	0.3
O=C(N/N=C/c1cccnc1)c1ccccc1
    -1.9%	-1%	-4%	11%	0%	-8%	0.9	58	-15%	i	0.6
O=C(Cc1ccc(Cl)cc1)Nc1ccc(NC(=O)c2ccccc2)cc1
    -1.3%	12%	-9%	2%	-6%	9%	-0.8	64	12%	i	0.4
COc1ccccc1NC(=O)Cn1cnc2c(oc3ccccc32)c1=O
    -1.5%	3%	0%	-1%	-1%	3%	-2.3	69	5%	i	2.5
O=C(O)CC(C(=O)Nc1cccc(C(F)(F)F)c1)C1CCCO1 (configuration not stated)
    6.8%	2%	-4%	-3%	-9%	-8%	-1.3	84	-2%	i	0.7
O=C(NC1CCCc2ccccc21)c1ccc(CNc2c(N3CCOCC3)c(=O)c2=O)cc1 (configuration not stated)
    4.1%	3%	10%	-1%	-2%	0%	2.6	66	6%	i	3.6
CCSc1ccc(-c2ccco2)nn1
    20%	4%	-6%	2%	3%	-15%	0.3	58	-11%	i	0.1
Cc1ccc(CN(CC(=O)NCc2ccccn2)S(=O)(=O)c2ccccc2)cc1
    1.8%	-3%	-6%	1%	5%	0%	0.1	43	-7%	i	1.0
CN1/C(=C\C(=O)C[n+]2cccc(C(N)=O)c2)C(C)(C)c2ccccc21
    0.3%	-4%	-4%	5%	-3%	2%	-0.8	32	-16%	i	0.1
Cc1ccc(-c2nc(C#N)c(NCCN3CCCCC3)o2)cc1
    -1.9%	-10%	-11%	12%	6%	2%	-0.8	83	14%	i	0.3
Cc1ccc(CSc2nc3c(c(=O)[nH]2)C(c2ccncc2)C2=C(CCCC2=O)N3)cc1 (configuration not stated)
    6.3%	6%	0%	8%	-8%	15%	-2.5	59	-5%	i	0.9
CCN(CC)C(=O)c1cc(-c2ccccc2OC)on1
    -3.3%	4%	-10%	3%	4%	1%	-1.3	57	-5%	i	16
O=[N+]([O-])c1ccc(OCCn2cncn2)cc1
    1.1%	-4%	-5%	7%	7%	0%	-1.1	110	-4%	i	0.4
OCCn1c(CSc2nc3ccccc3n2CCO)nc2ccccc21
    -1.6%	6%	-8%	2%	-1%	25%	-0.5	30	6%	i	5.1
CC1=C(C(=O)N2CCCC(N3CCN(c4cccc(C(F)(F)F)c4)CC3)C2)OCCO1 (configuration not stated)
    2.8%	0%	-7%	5%	-8%	1%	-0.3	75	16%	i	0.4
COc1ccccc1C1C(C(=O)c2cc3ccccc3o2)=C(O)C(=O)N1c1cc(C)on1 (configuration not stated)
    13%	2%	-8%	1%	-10%	-12%	1.8	61	2%	i	0.8
COc1ccccc1-c1cc(C(=O)N/N=C/c2ccc(C)o2)c2ccccc2n1
    -2.9%	-4%	2%	9%	nt	-2%	1.4	37	7%	i	0.5
O=C(N/C(=C/c1ccco1)C(=O)N1CCc2ccccc21)c1ccco1
    17%	-8%	-1%	18%	-15%	-1%	0.4	42	-7%	i	0.3
Cc1cc(C)cc(NC(=O)CSc2nc(N)c(NC(=O)c3ccc(Br)o3)c(=O)[nH]2)c1
    -0.3%	-1%	-6%	6%	-5%	-2%	-0.4	67	-15%	i	1.2
Cc1ccc(NC(=O)Cn2ccnc2)cc1C
    -1.5%	-3%	-10%	3%	4%	2%	0.5	61	-2%	i	0.6
CC1(C)CC(=O)C/C(=N\NC(=O)Cc2ccccc2)C1
    1.1%	-2%	-5%	-5%	-11%	-14%	-0.6	67	10%	i	1.4
CN(C)c1ccc(P(=O)(CC(=O)N/N=C/c2ccc(C#N)cc2)OCCCl)cc1 (configuration not stated)
    -0.2%	1%	1%	5%	4%	-5%	0.7	59	-1%	i	0.3
COC(=O)CCC(=O)OC1(C)C(=O)C=C2C=C(C3CC3)N(C3CCCC3)C=C2C1=O (configuration not stated)
    0.9%	2%	-2%	6%	-2%	7%	-1.2	90	2%	i	0.9
Cc1cc(C)c(N(CC(=O)NCc2ccccc2)C(=O)c2csnn2)c(C)c1
    -0.4%	-1%	-6%	2%	4%	11%	0.4	35	-4%	i	3.8
N#C/C(=C\Nc1ccc(F)c(Cl)c1)S(=O)(=O)c1ccccn1
    0.9%	11%	-4%	nt	-1%	2%	1.4	63	10%	i	0.2
CCOc1ccc(S(=O)(=O)NCc2ccc(F)cc2)c2cccnc12
    -0.2%	2%	-5%	4%	2%	5%	1.3	65	-11%	i	2.1
C=CCN1C(=O)C2(/C(=C(\O)c3ccc4c(c3)OCCO4)C(=O)C(=O)N2CCCOC)c2ccccc21 (configuration not stated)
    1.6%	-2%	4%	2%	2%	-2%	-0.5	58	1%	i	1.0
CC(C)(C)OC(=O)N1CCC(c2c(C(=O)NCC3CCN(C4CCCC4)C3)cnn2-c2ccccc2)CC1 (configuration not stated)
    -0.9%	1%	-2%	-9%	10%	8%	-0.1	62	7%	i	0.4
CCn1nc([N+](=O)[O-])c(C(C#N)c2nc3cc(C(F)(F)F)ccc3s2)c(Cl)c1=O (configuration not stated)
    15µM*	-10%	2%	30%	10%	-11%	26	46	3%	+	5.3*
COc1ccc(-n2ncc3c(NCc4cccs4)ncnc32)cc1
    2.0%	-2%	1%	13%	1%	-1%	1.6	56	-6%	i	5.7
O=c1c2ccccc2nc2n1CC/C2=C\c1ccccc1[N+](=O)[O-]
    -1.0%	5%	0%	nt	3%	3%	nt	nt	9%	nt	nt
Cc1ccc(C(=O)NCC(=O)OCC(=O)NCCNC(=O)COC(=O)CNC(=O)c2ccc(C)cc2)cc1
    nt	nt	nt	2%	-1%	nt	1.0	64	nt	i	0.3
COC(=O)c1ccc(CC(=O)c2nc3ccccc3s2)cc1
    -1.8%	9%	-3%	-1%	-4%	6%	0.6	58	-4%	i	0.4
COc1ccc(NC(=O)CN2CCC(NC(=O)c3ccc(OC)cc3)CC2)cc1
    2.2%	2%	-1%	12%	-3%	6%	0.5	51	1%	i	0.6
CCC(=O)NC(c1ccccc1Cl)c1c(O)ccc2ccccc12 (configuration not stated)
    0.9%	-2%	-1%	11%	-6%	4%	4.2	46	10%	i	0.5
O=C(CSc1ncn[nH]1)N1CCN(S(=O)(=O)c2ccccc2)CC1
    3.8%	2%	-2%	9%	-2%	3%	1.8	42	5%	i	1.6
Cc1cc2oc(=O)cc(CSc3nnc(C)n3N)c2cc1C(C)C
    -1.3%	5%	-3%	9%	-2%	2%	-0.6	46	15%	+	0.2*

# Looked up above:
# Myeloid diff MLP GFP+ MAC1+ % with Cc1ccc(-c2nc(C#N)c(NCCN3CCCCC3)o2)cc1 reads 0.3
# NTR1 agonist with CCOC(=O)C1(CC2CC2)CCN(Cc2ccc(C(=O)OC)cc2)CC1 reads -0.7
